High-throughput results from PubChem.
CHO parental Ca – counter-screen for OX1R antagonists: effect in parental CHO cells | parental CHO-K1, ATP-induced calcium, Fluo-8 fluorescence | inhibition, % at 5.6 µM | 0.63% of 330,000 active | AID 463079;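 active means inhibition above that plate's mean sample inhibition plus 3 SD, cut at about 26% in these data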;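 further: 0% = ATP-challenged DMSO wells and 100% = DMSO wells without ATP; some compounds past the cut are filed as inactive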
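Test system: untransfected parental CHO cell line; also added: ATP stimulus; dosing: 5.6 µM, single dose; signal: calcium-sensitive Fluo-8 fluorescence; measure: percent inhibition of ATP-evoked calcium rise, normalized to controls; benchmarks: low control ATP plus DMSO, high control DMSO only; replication: one well per compound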
CHO-K1 Ca ag – counter-screen for M1 agonists: effect in parental CHO-K1 cells | Fluo-8 calcium fluorescence; scaled to maximal ATP response, vehicle zero | activation, % at 3 µM | 0.48% of 360,000 active; in the data active means activation above about 15%;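 further: untransfected CHO-K1 host cells lacking M1 receptor as counterscreen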
CHRM1 agonist – agonists of human M1 muscarinic receptor | CHO-K1 hM1, Fluo-8 calcium fluorescence, agonist mode; 0% DMSO, 100% acetylcholine EC100 | P11229 | AID 588814 | 0.33% of 360,000 active | activation, % at 3 µM;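 active means activation above the run's mean compound activation plus 3 SD, cut at about 16% in these data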;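 further: peak over basal fluorescence ratio within a 140 s kinetic read after compound addition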
Target sequence (P11229 whole entry, looked up): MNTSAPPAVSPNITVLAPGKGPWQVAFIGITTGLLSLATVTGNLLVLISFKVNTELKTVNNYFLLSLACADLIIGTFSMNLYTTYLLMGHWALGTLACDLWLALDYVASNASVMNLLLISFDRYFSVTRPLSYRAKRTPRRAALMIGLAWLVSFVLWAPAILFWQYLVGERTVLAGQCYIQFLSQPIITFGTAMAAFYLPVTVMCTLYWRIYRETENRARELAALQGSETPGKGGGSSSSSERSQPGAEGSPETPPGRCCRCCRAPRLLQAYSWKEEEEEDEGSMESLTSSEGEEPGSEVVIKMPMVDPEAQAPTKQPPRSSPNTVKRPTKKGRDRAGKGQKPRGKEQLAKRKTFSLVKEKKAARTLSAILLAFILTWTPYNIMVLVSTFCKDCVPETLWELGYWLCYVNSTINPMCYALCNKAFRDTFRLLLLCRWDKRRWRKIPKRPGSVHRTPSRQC
TAAR1 antagonist – human TAAR1 antagonism; 1.5% of 360,000 active; CHO RD-HGA16 TAAR1, Fluo-8 calcium fluorescence, antagonist; inhibition, % at 3 µM;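 active means inhibition above a per-plate cutoff, the mean inhibition of test compounds on that plate plus 3 SD, cut at about 49% in these data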;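 further: 0% = DMSO plus EC80 beta-PEA response and 100% = DMSO alone without agonist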
Target sequence (Q96RJ0 whole entry, looked up): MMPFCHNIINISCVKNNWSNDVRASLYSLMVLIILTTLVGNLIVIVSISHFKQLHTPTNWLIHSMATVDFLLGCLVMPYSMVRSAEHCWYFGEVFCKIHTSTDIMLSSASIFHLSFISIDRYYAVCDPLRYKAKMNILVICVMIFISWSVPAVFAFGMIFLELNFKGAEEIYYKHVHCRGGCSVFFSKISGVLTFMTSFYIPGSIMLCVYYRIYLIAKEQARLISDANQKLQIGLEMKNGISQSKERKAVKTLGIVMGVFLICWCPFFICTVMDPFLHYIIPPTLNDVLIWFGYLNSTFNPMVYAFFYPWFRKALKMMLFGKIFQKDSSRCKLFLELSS
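Test system – hTAAR1-expressing CHO RD-HGA16 cells, Gα16-coupled · Also added – β-PEA at EC80 concentration, post-compound challenge · Compound – 3 µM, single point · Incubation – dye loading 75 min at 37 °C, then 30 min room temperature · Measured by – Fluo-8 intracellular calcium dye fluorescence, real-time kinetic reads · Benchmarks – vehicle and agonist controls · Replicates – singlicate, one well per test compound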
OXTR potentiator – potentiators of human oxytocin receptor; CHO-OTR cells, Fluo-8 calcium fluorescence, potentiator mode; 0% = oxytocin EC15, 100% = EC100; 0.061% of 320,000 active; AID 2445; activation, % at 3 µM; P30559;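 active means activation above that plate's cutoff, the mean activation of tested compounds plus 3 SD, cut at about 6.6% in these data, passing the limit was not always enough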;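 further: 100% uses oxytocin at 75 nM as the full agonist control; some results filed as inactive read as strong as hits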
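System: human OTR in CHO cells; Also added: sub-maximal oxytocin, roughly EC15; Timing: compound 6 min at room temperature before oxytocin, 100 s read; Technique: Fluo-8 intracellular calcium fluorescence, ex 470-495, em 515-575 nm; Controls: oxytocin EC15 low and EC100 high; Replication: singlicate.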
CHO-K1 Ca PAM – nonselective activator or artifact in parental CHO-K1 calcium assay | ATP EC20, Fluo-8 calcium fluorescence; 0% at ATP EC20, 100% at ATP max | activation, % at 3 µM | 0.02% of 360,000 active | AID 602247;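 active means activation above the run cutoff, the mean activation of all test compounds plus 3 SD, cut at about 40% in these data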;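 further: peak over basal fluorescence ratio in a 140 s read after ATP addition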
TAAR1 ag – human TAAR1 agonism | activation, % at 3 µM | CHO RD-HGA16 TAAR1, Fluo-8 calcium fluorescence; vehicle wells 0%, saturating PEA agonist 100% | Q96RJ0 | AID 624467 | 0.99% of 360,000 active;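 active means activation above the mean activation of all test compounds in the run plus 3 SD, cut at about 38% in these data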
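test system = CHO RD-HGA16 cells carrying human TAAR1 plus Gα16 | schedule = 17-24 h seeding, 75 min 37 °C dye, 30 min RT | compound dosing = 3 µM single concentration | control set = DMSO and PEA EC100 | replicates = n 1 | signal = Fluo-8 fluorescence, 5 s baseline then 140 s kinetic read | measure = percent activation vs PEA EC100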
M1 antag – human CHRM1 antagonism. CHO-K1 hM1, Fluo-8 calcium fluorescence, ACh EC80 antagonist. 1.3% of 360,000 active. inhibition, % at 3 µM;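 active means percent inhibition above its own plate's cutoff, namely the mean of that plate's compound wells plus 3 SD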;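 further: peak over basal fluorescence ratio during 140 s after agonist addition; 0% = ACh EC80 plus DMSO and 100% = DMSO alone without agonist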
CHO-K1 Ca antag – nonselective inhibitor or artifact in parental CHO-K1 cells | ATP-induced calcium, Fluo-8 fluorescence | 0.6% of 360,000 active | inhibition, % at 3 µM;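 active means inhibition above a per-plate cutoff, the plate's mean sample inhibition plus 3 SD, cut at about 24% in these data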;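 further: 0% = DMSO plus EC80 ATP and 100% = DMSO alone without ATP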
Starred values were filed as active, the others as inactive; . = no result given.

Each structure is followed by: CHO parental Ca	CHO-K1 Ca ag	CHRM1 agonist	TAAR1 antagonist	OXTR potentiator	CHO-K1 Ca PAM	TAAR1 ag	M1 antag	CHO-K1 Ca antag
COC(=O)c1cccc(C23CC4(C2)[C@H](CN(Cc2ccc(-c5ccccc5)cc2)[C@@H]4c2ccccc2)C3c2ccc(Cl)nc2)c1 (stereo partly drawn)
  -17	0.3	-5	22	-3	4	3	17	-10
CN(Cc1ccccc1)C(=O)COC(=O)c1c[nH]c2ccccc12
  .	1.5	3	-20	.	1	1	-11	-2
COc1ccc(C2=Nc3ccccc3OC2)cc1
  -19	0.9	-2	-6	-10	27	3	-32	-14
CC(C)(C)OC(=O)NCC12C=CC(O1)C1C(=O)N(Cc3ccccc3)C(=O)C12 (stereo not drawn)
  -11	6.2	1	42	-4	14	31	1	0
COC(=O)c1ccccc1NC(=O)CCCn1nc(C)c2c(C)n(-c3ccccc3)nc2c1=O
  -4	-0.7	2	-1	-14	3	0	-7	3
CCOC(=O)C1C2C=CC3(CN(Cc4cccs4)C(=O)C13)O2 (stereo not drawn)
  0	-0.2	-3	-3	-8	2	2	-9	6
COc1ccccc1C(=O)Nc1nc2cc3c(cc2s1)OCO3
  -8	1.0	-4	-24	-4	19	0	-9	-12
c1ccc(Oc2cccc(CN3CCCCC3)c2)cc1
  -12	0.3	-13	-13	4	-7	9	46*	1
Cc1cccc(C)c1OCc1cc(C(=O)NCC2CC2)no1
  -14	-0.4	-6	-25	-1	10	-2	-6	-13
O=C(O)C1CCN(C(=O)CSc2nc3ccccc3c(=O)n2Cc2ccccc2)CC1
  -5	-0.1	-1	-45	-2	13	-3	-10	-5
Cc1ccc(-c2nn(-c3ccccc3)cc2C(=O)OCC(=O)Nc2ncc(Cl)cc2Cl)cc1
  -16	1.3	-5	-5	-8	20	0	0	-8
O=S(=O)(NC1Cc2ccccc2C1)c1ccccc1
  .	0.5	-3	5	.	5	0	-5	0
CC12CCC(C(=O)NNC(=O)c3ccccc3)(OC1=O)C2(C)C (stereo not drawn)
  2	-0.4	-3	-18	0	-20	4	-6	18
Cc1cc(OC(C)C(=O)N2CCN(c3ccccc3)CC2)c2c(C)c(C)c(=O)oc2c1 (stereo not drawn)
  -12	0.0	1	-27	-9	8	3	1	-16
COc1cccc(/C=N/NC(=O)c2c(-c3ccccc3)noc2C)c1O
  -13	5.7	-3	-9	-15	12	8	-5	-12
Cc1cccc2nc(CSc3nc4ccccc4o3)cn12
  -8	0.5	-11	0	-3	16	3	-9	-6
CN(CC(=O)Nc1cccc(F)c1)C(=O)c1cccc(S(=O)(=O)N2CCN(c3ccc(F)cc3)CC2)c1
  .	11	-1	20	.	2	6	18	-2
COc1ccc(NC(=O)CSc2nnc(C3CCCCC3)n2N)cc1OC
  16	-0.1	-2	-11	-2	-10	-1	-2	2
COc1ccc(/C=C2/SC(=O)NC2=O)cc1
  -5	0.6	-7	0	2	18	2	-2	-7
COc1ccccc1C(=O)NCC(=O)OCCCOC(=O)CNC(=O)c1ccccc1OC
  3	2.0	-2	-25	3	10	2	16	-13
O=C(c1cccc(N2C(=O)c3ccccc3C2=O)c1)N1CCCC(C(F)(F)F)C1 (stereo not drawn)
  -18	1.8	-2	-13	-11	1	2	4	-8
Cn1c(CS(=O)Cc2c(Cl)cccc2Cl)nnc1SCc1ccc(Cl)cc1 (stereo not drawn)
  -16	3.6	-2	4	-12	-9	15	6	3
CN1CCN(CCCNC(=O)Nc2ccc([N+](=O)[O-])cc2)CC1
  6	2.6	-2	0	-4	10	0	-7	-11
C(=C\c1ccccc1)/CN1CCN(C(c2nnnn2Cc2ccccc2)C2CC2)CC1 (stereo not drawn)
  .	4.1	-3	-25	.	10	0	-2	-16
CC(C)N(Cc1ccccc1)C(=O)COC(=O)c1cc[n+]([O-])cc1
  -4	0.6	-4	2	-5	2	5	3	-19
N#Cc1ccc(CSc2nnc(-c3cccc(S(=O)(=O)N4CCCCC4)c3)o2)cc1
  -16	-0.3	-2	-3	-16	-3	3	-8	6
CCOC(=O)C1=C(c2ccccc2)Nc2nc(C)nn2C1c1cccc(OC)c1OC (stereo not drawn)
  -12	-0.3	-3	8	6	5	2	-4	-10
CCOC(=O)N1CCC(NC(=O)c2ccc3c(c2)N=C(CC)c2cc(C)ccc2S3)CC1
  -18	0.0	2	-26	-2	3	6	-18	-12
COc1ccccc1CCNC(=O)C(=O)c1cn(CC(=O)N2CCOCC2)c2ccccc12
  -14	3.0	-2	-6	-8	23	12	-2	-16
CSc1ccccc1NC(=O)Nc1cccc2ccccc12
  .	0.8	-3	2	.	6	1	-1	-8

Exported in markdown: entries from further up
| SMILES | CHO parental Ca | CHO-K1 Ca ag | CHRM1 agonist | TAAR1 antagonist | OXTR potentiator | CHO-K1 Ca PAM | TAAR1 ag | M1 antag | CHO-K1 Ca antag |
| --- | --- | --- | --- | --- | --- | --- | --- | --- | --- |
| COC(=O)c1cccc(C23CC4(C2)[C@H](CN(Cc2ccc(-c5ccccc5)cc2)[C@@H]4c2ccccc2)C3c2ccc(Cl)nc2)c1 (stereo partly drawn) | -17 | 0.3 | -5 | 22 | -3 | 4 | 3 | 17 | -10 |
| CN(Cc1ccccc1)C(=O)COC(=O)c1c[nH]c2ccccc12 | . | 1.5 | 3 | -20 | . | 1 | 1 | -11 | -2 |
| COc1ccc(C2=Nc3ccccc3OC2)cc1 | -19 | 0.9 | -2 | -6 | -10 | 27 | 3 | -32 | -14 |
| CC(C)(C)OC(=O)NCC12C=CC(O1)C1C(=O)N(Cc3ccccc3)C(=O)C12 (stereo not drawn) | -11 | 6.2 | 1 | 42 | -4 | 14 | 31 | 1 | 0 |
| COC(=O)c1ccccc1NC(=O)CCCn1nc(C)c2c(C)n(-c3ccccc3)nc2c1=O | -4 | -0.7 | 2 | -1 | -14 | 3 | 0 | -7 | 3 |
| CCOC(=O)C1C2C=CC3(CN(Cc4cccs4)C(=O)C13)O2 (stereo not drawn) | 0 | -0.2 | -3 | -3 | -8 | 2 | 2 | -9 | 6 |
| COc1ccccc1C(=O)Nc1nc2cc3c(cc2s1)OCO3 | -8 | 1.0 | -4 | -24 | -4 | 19 | 0 | -9 | -12 |
| c1ccc(Oc2cccc(CN3CCCCC3)c2)cc1 | -12 | 0.3 | -13 | -13 | 4 | -7 | 9 | 46* | 1 |
| Cc1cccc(C)c1OCc1cc(C(=O)NCC2CC2)no1 | -14 | -0.4 | -6 | -25 | -1 | 10 | -2 | -6 | -13 |
| O=C(O)C1CCN(C(=O)CSc2nc3ccccc3c(=O)n2Cc2ccccc2)CC1 | -5 | -0.1 | -1 | -45 | -2 | 13 | -3 | -10 | -5 |
| Cc1ccc(-c2nn(-c3ccccc3)cc2C(=O)OCC(=O)Nc2ncc(Cl)cc2Cl)cc1 | -16 | 1.3 | -5 | -5 | -8 | 20 | 0 | 0 | -8 |
| O=S(=O)(NC1Cc2ccccc2C1)c1ccccc1 | . | 0.5 | -3 | 5 | . | 5 | 0 | -5 | 0 |

Remaining list, next part
Each structure is followed by: CHO parental Ca	CHO-K1 Ca ag	CHRM1 agonist	TAAR1 antagonist	OXTR potentiator	CHO-K1 Ca PAM	TAAR1 ag	M1 antag	CHO-K1 Ca antag
O=C(Nc1ccccc1)C(c1ccccc1)c1ccccc1
  7	0.8	-9	1	-5	11	5	-11	-7
COc1ccc(NC(=O)CCC(=O)c2ccc(Cl)cc2)cn1
  -13	6.3	-4	11	0	6	-2	-8	-1
COc1ccc(/C=C\C(=O)NCC(=O)N/N=C/c2cccc(OC)c2O)cc1
  12	0.5	-2	-19	0	0	2	-5	-9
CC1=C(C#N)C(=O)NC(=O)/C1=C\c1ccc(-c2ccc(C)cc2[N+](=O)[O-])o1
  .	-0.1	-10	6	.	6	7	-4	4
O=C(COC(=O)CNC(=O)c1ccccc1F)Nc1nnc(-c2ccccc2)o1
  5	0.0	-2	8	-8	-2	0	-14	2
COc1ccc(NC(=O)/C=C/c2ccc(OC(F)F)cc2)cn1
  7	6.2	-3	-7	-12	14	6	-5	-18
COc1ccc(-n2ccc(=O)c(C(=O)O)n2)cc1
  -4	1.2	1	-7	-2	11	0	-20	-4
CCNC(=S)NC(=NCc1cccnc1)Nc1nc(C)cc(C)n1
  -9	1.5	-5	-4	-14	-1	2	-3	-4
CCc1nc2cc(Cl)c(Cl)cc2nc1CC
  -19	2.4	-2	-27	2	2	10	-8	-6
CCC(=O)Nc1nnc(S(=O)(=O)N(CC)c2ccc(Cl)cc2)s1
  -11	0.4	-2	-7	-19	-26	-3	-7	-2
CC(=O)CCc1ccc(OCC(=O)Nc2cccc(S(=O)(=O)N(C)c3ccccc3)c2)cc1
  .	9.2	-1	74*	.	-23	10	12	-8
COc1ccccc1NS(=O)(=O)c1cccc(C(=O)NCC2(N(C)C)CCCCC2)c1
  1	0.9	-7	-15	-10	-6	1	5	-14
O=C(COC(=O)c1cc(Br)ccc1O)c1ccc(F)cc1
  -15	-0.2	-4	26	1	10	24	3	-6
COc1ccc(CCNC(=O)c2ccc(NC(=O)CC3SC(N4CCCC4)=NC3=O)cc2)cc1 (stereo not drawn)
  -10	0.5	-4	-9	-6	12	1	-6	-14
CC(C)(C)N1C(=O)c2ccccc2NC(=O)N1Cc1ccccc1
  -1	0.0	-3	-11	-4	21	7	-20	-7
COc1cccc(CN(C)S(=O)(=O)c2ccccc2Br)c1
  -18	-0.1	-4	2	.	-1	2	-10	-7
O=C(O)CCC(=O)Nc1cccc(-c2csc(-c3ccccc3)n2)c1
  -6	1.2	0	13	-5	16	7	2	-8
OC(CN(Cc1ccccc1)Cc1ccccc1)c1ccccc1 (stereo not drawn)
  .	0.2	-5	18	.	16	2	-13	-23
COc1ccccc1C(=O)COC(=O)c1ccc(-n2cnnn2)cc1
  -4	1.9	-4	4	-8	-12	4	5	2
CCOc1ccc(N2CC(C(=O)Nc3cc(Cl)ccc3-n3cncn3)CC2=O)cc1 (stereo not drawn)
  -8	1.0	-3	4	-9	10	0	-21	-1
Fc1ccc(CSc2ccc(-c3cccs3)nn2)cc1
  9	1.1	-7	-11	-8	24	11	-4	-17
CCCN(C)C1CN(Cc2cn(CCCOC)nn2)S(=O)(=O)C1 (stereo not drawn)
  .	1.4	.	-15	.	20	0	.	-14
Cc1ccc(NC(=S)N2CCCC(c3nc4ccc(C)cc4[nH]3)C2)c(C)c1 (stereo not drawn)
  -24	-0.6	-10	15	-4	-3	-4	20	-6
